Source: PubChem BioAssay
Pf Dd2 inh = inhibitors of Plasmodium falciparum Dd2 growth; P. falciparum Dd2 growth, SYBR Green, 72 h; Potency, µM (top dose mostly 28.9 µM), without a hit: at the top dose activity, negative = inhibition, hits mostly inhibitors; 4.3% of 120,000 active; AID 1347417; active = well fitted inhibition curve with a large enough effect; inconclusive = small, poorly fitted or top-dose-only effect; inactive = no such curve, though single readings can be large or run the other way;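 note: plate controls were DMSO vehicle for no effect and reference drug for full effect; nearly all actives have a fitted effect of over 65% in size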
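Infected erythrocytes (Dd2, 0.3% parasitemia, 2.5% hematocrit final) are added to compound in RPMI-1640/Albumax II medium, grown 72 h at 37C in low oxygen, then lysed with saponin/Triton-X containing SYBR Green and read by fluorescence.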
Starred values were filed as active, the others as inactive; i = inactive; ? = inconclusive; [ ] = dose if it differs, or a comment. Potency is the fitted concentration of half-maximal effect. A portion of the library; rates above refer to the full screens.

smiles,Pf Dd2 inh
Cc1ccccc1Nc1c(-c2ccccc2O)nc2sccn12,i
COCC1CN(C2CCC2)CC12CCN(C(=O)Cc1ccccc1)CC2 (configuration not stated),?
Cc1ccc(NC(=O)Cn2cnc3sc(C(=O)O)c(C)c3c2=O)cc1Cl,-4.3%
CCN(c1ccccc1)S(=O)(=O)c1nnc(NC(=O)C(C)Oc2ccccc2)s1 (configuration not stated),?
CCOc1ccc(-c2cc3c(=O)n(CC(=O)Nc4cc(F)ccc4C)ccn3n2)cc1,-6.3%
COC(=O)c1c(Oc2ccc(Br)cc2)nnc(-c2ccccc2)c1-c1ccccc1,10.9%
O=C1CC(C(=O)O)C2(CCN(C(=O)C3(Cn4ccnc4)CC3)CC2)N1 (configuration not stated),5.9%
Cc1nc2cc(-c3cccc(F)c3)nn2c(C)c1CCC(=O)N1CCN(c2ccc(F)cc2)CC1,i
O=C(c1cccc(Cl)c1)N1CCC2(CC1)CC(Cc1ccccc1)=NO2,-13.8%
Cc1[nH]nc2c1C(c1ccccc1F)C(C#N)=C(N)O2 (configuration not stated),6.0%
CCCNC(=O)N1CCC(O)(c2csc(CN3CCc4ccccc4C3)n2)CC1,i
O=C(NCc1ccccc1Cl)c1ccc(CSCc2ccccc2Cl)o1,i
CC(C)CCNC(=O)C1CC(=O)N(c2n[nH]c3cccc(F)c23)C1 (configuration not stated),3.7%
Cc1c(-c2ccc(F)cc2)[nH]c2ccc(CNCc3cnn(C)c3)cc12,i
CC(C)NC(=O)N1C[C@@H]2C[C@H](C1)c1ccc(C3CCCCC3)c(=O)n1C2,-19.1%[44.1 µM]
Cc1ccc(C(=O)N2CCn3c(nnc3-c3ccccc3)C2)cc1,i
O=c1[nH]c(SCc2ccc(Br)cc2)nc2c1CCCC2,21.2%
CN(C(=O)c1ccc(Cl)s1)C1CCc2nn(CC3CC3)c(=O)n2CC1 (configuration not stated),20.3%
CCS(=O)(=O)NCC1(COc2ccc(C(F)(F)F)cn2)C[C@@H](O)[C@@H](O)C1 (some centres not stated),31.2%[activator][44.1 µM]
COCc1ccc(CN[C@H]2C[C@@H](Cc3cc(CN4CCCCC4)on3)C2(C)C)o1,11.2µM*
C=CCOC(=O)Nc1nc2c(s1)C[C@@H]1[C@](C)(CO)[C@H](O)CC[C@@]1(C)[C@@H]2CC(=O)NCCN1CCOCC1,7.6%
CCC(=O)N1CCC2(CC1)CC(Cc1nc(CCOC)no1)CCO2 (configuration not stated),7.8%
Clc1ccc(-c2cc3ncc4c(n3n2)-c2ccccc2OC4)cc1,38.2%[activator]
Cc1nc(N2CCC(C(=O)NCC3CC3)CC2)nc2cc(S(C)(=O)=O)ccc12,-5.4%
OC(c1nc(Nc2cccc(Cl)c2)n[nH]1)C1CC1 (configuration not stated),-13.2%[44.1 µM]
CCOCCCn1c(SCC(=O)Nc2ccccc2Cl)nc2c(oc3ccccc32)c1=O,?
CCCN(CC1CCOC1)C(=O)Nc1ccc(Br)c(C)c1 (configuration not stated),-14.1%
CCN1c2cc(C(=O)Nc3cc(C)ccc3C)ccc2C(=O)N2CCCCCC21 (configuration not stated),i
COc1ccc(-c2nnc(C[C@@H]3C[C@@H](C(C)C)[C@H](CN4CCN(C)CC4)C=C3C)o2)cc1,i
CC(C)Nc1cc(N2CCN(C3CCCCC3)CC2)c2noc3c2c1C(=O)c1ccccc1-3,?

smiles,Pf Dd2 inh
O=C(c1ccc(Cl)cc1)N1CCC(N2CCCNC2=O)CC1,1.1%
Cc1ccc(N2CCN(S(=O)(=O)c3nnc(NC(=O)c4cccc(F)c4)s3)CC2)cc1,32.1%[activator]
COC(=O)[C@@H]1Cc2c([nH]c3ccccc23)[C@H]2C[C@@H](NCc3cccnc3)C[C@@H](c3ccc(F)c(F)c3)N21,-11.6%
O=C(Nc1ccc([C@@H](O)[C@H]2COCC(=O)N2Cc2ccc(C(F)(F)F)cc2)cc1)c1ccco1,-8.8%
COc1ccccc1Cc1nc2ccccc2nc1SCC(=O)N1CCc2ccccc21,21.3%
COc1cccc(CCNc2ncnc3c2nnn3C)c1,36.9%[activator]
CCC1CCCCN1C(=O)Cn1c(=O)n(CCCCCC(=O)NCc2ccc(F)cc2)c(=O)c2sccc21 (configuration not stated),-17.5%
CC1CCC(NC(=O)c2cc3c(Cl)nc4ccccc4c3s2)CC1 (configuration not stated),27.1%
O=C(CC[C@H]1NC(=O)c2ccccc2NC1=O)Nc1nc(-c2ccncc2)cs1,-20.0%
COc1ccc(N(CC(=O)NCCc2cccc(C)c2)S(=O)(=O)c2c(C)noc2C)cc1,-21.9%
CC(C)(C)c1ccc(C(=O)Nc2ccc(-c3nc4ccccc4o3)c(O)c2)cc1,?
O=C(CSc1n[nH]c(-c2ccccc2)n1)N1CCN(c2ccc(F)cc2)CC1,4.7%
O=C(COc1ccccc1)Nc1sc2c(c1C(=O)Nc1ccccc1Cl)CCCCC2,97.1%[activator]
CC1(C(=O)NCCCN2CCc3ccccc3C2)CCCCC(=O)N1 (configuration not stated),-13.2%
Cc1ccc(NC(=O)CN2CC3CC(C2)[C@H]2CCCC(=O)N2C3)cc1 (some centres not stated),-4.5%
CC(C)N1CC[C@@H]2[C@H]1C(=O)NC[C@H](CCC(=O)NCc1cccs1)N2C,-0.1%[44.1 µM]
COc1ccc(Cl)cc1C(=O)NCC(c1ccc(N(C)C)cc1)N1CCCC1 (configuration not stated),?
CC1CCN(C[C@H]2CN3CC[C@H]2C[C@@H]3CNC(=O)c2ccc(N(C)C)cc2)CC1,i
O=C(NCCc1noc(C2CC2)n1)c1ccco1,31.5%[activator]
Cn1c(=O)c2c(ncn2CC(=O)Nc2cc(Cl)cc(Cl)c2)n(C)c1=O,-7.7%
CN1CCC(N2CCN(S(=O)(=O)c3ccc(F)cc3)CC2)C1=O (configuration not stated),28.2%
CN(Cc1cccnc1)c1nc2c(c(=O)[nH]1)CCN(Cc1cccc(F)c1F)CC2,?
Cc1ncc2c(n1)C[C@@H]1CC[C@H]2N1C(=O)c1sccc1C,i
CC1CCCN(c2csc3ccccc3c2=O)C1 (configuration not stated),-6.3%
Cc1cccc(-n2c(=O)c3ccccc3n(Cc3ccc(F)cc3)c2=O)c1,-7.2%
Cc1cc(CN2CCC3(CC2)C(C(=O)O)CC(=O)N3C)on1 (configuration not stated),3.9%
CCOC(=O)C1CCCN(C(=O)C2COC3(CCCCC3)N2C(=O)c2ccccc2Cl)C1 (configuration not stated),i
COC1CCOC2(CCN(C(=O)COc3ccc(C)cc3)CC2)C1 (configuration not stated),-45.6%
CCc1cccc(NC(=O)Cc2nc(-c3ccc(OC)cc3)no2)c1,i
Cn1cc(CCNC(=O)c2ccc3oc(-c4cccc(F)c4)nc3c2)cn1,-22.6%

The list goes on, overlapping the part above by 5 compounds.
smiles,Pf Dd2 inh
Cc1cc(CN2CCC3(CC2)C(C(=O)O)CC(=O)N3C)on1 (configuration not stated),3.9%
CCOC(=O)C1CCCN(C(=O)C2COC3(CCCCC3)N2C(=O)c2ccccc2Cl)C1 (configuration not stated),i
COC1CCOC2(CCN(C(=O)COc3ccc(C)cc3)CC2)C1 (configuration not stated),-45.6%
CCc1cccc(NC(=O)Cc2nc(-c3ccc(OC)cc3)no2)c1,i
Cn1cc(CCNC(=O)c2ccc3oc(-c4cccc(F)c4)nc3c2)cn1,-22.6%
Cn1cnc2ccc(-c3ccsc3)nc2c1=O,i
Cc1nccn1CCNC(=O)C1CCCCC(=O)N1Cc1ccccc1 (configuration not stated),10.0%
NC[C@H]1O[C@H](Cc2cc(-c3cccc(O)c3)on2)CC[C@@H]1O,i
CC(C)N1CC[C@H](CO)[C@H](NC(=O)C2CC2)C1,-12.1%
CCc1cc(C(=O)N[C@@H]2COCC[C@@H]2OCc2ccccc2)cc(=O)[nH]1,-1.6%
Cc1ccc(CNC(=O)c2c(OCC(C)C)cc(=O)n3c2CCCCC3)o1,-0.9%
COC(=O)c1sccc1S(=O)(=O)N(CC(=O)NCc1ccc(C)cc1)c1ccc(C)cc1,i
COc1ccc(S(=O)(=O)N2CCc3c(C(=O)NC4CC4)cccc32)cc1,i
COc1ccc(OCC(=O)Nc2ccc(Cl)c(-c3nc4ncccc4o3)c2)cc1,7.94µM*
COCC(=O)N[C@@H](Cn1ccc(=O)[nH]c1=O)C(=O)O,-9.9%[44.1 µM]
O=C(c1cccc(F)c1)N1CCC2(CC1)CC(OCC1CC1)CCO2 (configuration not stated),-14.5%
COc1ccc(OC)c(NC(=O)Cn2c(=O)cc(-c3ccccc3)c3c(C)nn(C)c32)c1,?
CCC(=O)Nc1ccc(C(=O)N2CCC3(CC2)CN(C)CCN3C)cc1,i
CN(C)c1nc2c(c(=O)[nH]1)CCN(Cc1ccc(F)c(Br)c1)CC2,?
COc1ccc(-c2cnc3[nH]cc(CC(=O)NCc4cnccn4)c3c2)cc1,?
Cc1cccc(CNC(=O)[C@H]2CCC[C@H]2NC(=O)c2ccncc2)c1,-13.1%
COCc1nc(C2CC(N)C2)cc(N(C)Cc2noc3c2CCCC3)n1 (configuration not stated),?
COc1ccnc(-c2nnc3ccc(N4CCN(C(=O)c5ccco5)CC4)nn23)c1,i
O=S(=O)(c1cccc(F)c1)N1CCC2(CC1)CC(Cc1nc(C3CC3)no1)CCO2 (configuration not stated),?
Cc1ccc(N2Cc3c(ncnc3N3CCOCC3)N(C)CC2=O)cc1,-23.1%
O=C(Nc1ccc(C2(C(=O)NCc3ccc(F)cc3Cl)CCC2)cc1)C1CC1,-3.8%
COc1ccc2nc3n(c2c1)[C@@H](CNC1CCN(C)CC1)COC3,13.1%[44.1 µM]
O=C(C1CCCC1)N1CC2(CCN(C3COC3)CC2)Cc2ccccc21,16.7%
CCOC(=O)CCNC(=O)N1CCC[C@H](n2c(=O)n(CC3CC3)c3cccnc32)C1,-15.2%
CC(C)CCNC(=O)N1CC(C(=O)N(C)C)C2(CCOCC2)C1 (configuration not stated),18.0%
Cc1ccc(N(C)S(=O)(=O)c2ccc(-c3cnc(C4CC4)o3)cc2)cc1,33.6%[activator]
Cc1ccccc1CNC(=O)CCCn1c(=O)c2cccn2c2cccnc21,-8.0%
COc1ccc(-c2cc(N3CCCC(NC(=O)c4cc(Cl)ccc4F)C3)n[nH]2)cc1 (configuration not stated),i
C[C@@H](N)C(=O)N1CCC(n2nccc2NC(=O)Nc2cccc(F)c2)CC1,-0.6%
COc1ccc(-c2cc3c(=O)n(CCNC(=O)c4ccc(OC)nc4)ccn3n2)cc1,?

2 entries from above, with each value named.
O=C(c1cccc(F)c1)N1CCC2(CC1)CC(OCC1CC1)CCO2 (configuration not stated)
  Pf Dd2 inh = -14.5%

Cc1ccccc1CNC(=O)CCCn1c(=O)c2cccn2c2cccnc21
  Pf Dd2 inh = -8.0%

Three structures out of the list, arranged by molecular weight, rising:
smiles,Pf Dd2 inh
CC1CCC(NC(=O)c2cc3c(Cl)nc4ccccc4c3s2)CC1 (configuration not stated),27.1%
O=C(c1cccc(Cl)c1)N1CCC2(CC1)CC(Cc1ccccc1)=NO2,-13.8%
O=C(Nc1ccc(C2(C(=O)NCc3ccc(F)cc3Cl)CCC2)cc1)C1CC1,-3.8%

Continued:
molecule	Pf Dd2 inh
CCNC(=O)NC[C@H]1C[C@@H]2CCN1C[C@@H]2c1cc(-c2ccc(OC)c(OC)c2)nc(C)n1	-19.7%
CCn1nc(C)cc1C(=O)N1CCOC[C@H](Oc2cccnc2)C1	8.9%[44.1 µM]
C=C[C@H]1CN2CC[C@H]1C[C@@H]2CNS(=O)(=O)c1cccc2cccnc12	i
CCn1cc(S(=O)(=O)N2CCCCC2c2nc(-c3ccncc3)n[nH]2)cn1 (configuration not stated)	-9.7%
O=C(c1ccco1)N1CCN(CC2(O)CCNC2)CC1 (configuration not stated)	-3.7%
CC(C)c1nc2nccc(-c3ccsc3)n2n1	-9.0%
Cc1cccc(C(=O)Nc2cccc(C3OC(=O)N(Cc4ccccc4)C3C(=O)NCC(C)C)c2)c1 (configuration not stated)	-8.1%
CCC[C@@H]1CN(C(=O)c2ccc(-c3ccc(C)o3)cc2)C[C@H]1NC(C)=O	-0.9%
Cc1ccc(C(=O)N(Cc2ccco2)c2ccccn2)cc1	51.4%[activator]
COC1CCOC2(CCN(C(=O)COc3ccccc3)CC2)C1 (configuration not stated)	66.6%[activator]
Cc1ccc(CN2CCC(C(=O)N3CCCCCCNC(=O)CC3)CC2)s1	-0.6%
CN(C)c1ccc(CN2CCCC3(C2)C(=NC2CCCCC2)NC(=O)N3c2cccnc2)cc1 (configuration not stated)	?
COc1ccc(NC(=O)CSC2=Nc3ccccc3N=C(c3ccc(F)cc3)C2)cc1OC	?
Cn1ccc2cc(-c3ccc4ncn(Cc5ccccn5)c(=O)c4n3)ccc21	i
Cn1cnc(S(=O)(=O)N2c3ccccc3CC2c2noc(C3CCOCC3)n2)c1 (configuration not stated)	-16.3%
O=C(NC1CCN(c2cc(-c3ccc(F)cc3)[nH]n2)C1)c1cccnc1 (configuration not stated)	?
CCCN1CCN(C(=O)c2ccc(-c3ccc(N4CCCCC4)nc3)cc2)CC1	i
Cc1ccc(NC(=O)CN(C)S(=O)(=O)c2cccc3nsnc23)c(C)c1	43.1%[activator]
COc1ccc(N2CCC(N3CCC4(CCNCC4)C3)CC2)cc1	10.6%
O=C1CO[C@H]2CN(Cc3ncc[nH]3)C[C@H]2N1Cc1ccc(F)cc1	-10.7%[44.1 µM]
COc1ccc(NC(=O)c2ccc3c(c2)N(C(=O)c2ccc(F)cc2)CC3)c(C)c1	-6.3%
O=C(O)Cn1ccc2cc(OCc3cccc(-c4cccc(C(F)(F)F)c4)c3)cnc21	i
